Source: PubChem BioAssay
Runt-CBFb FRET = Runt domain-CBFb interaction inhibition. Cerulean-Runt/Venus-CBFb FRET ratio 530/480, 1 h. Q01196+Q13951. inhibition, % at 20 µM. hit rate 0.46% among 220,000;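 active = inhibition over about 50% at 20 µM in the single-dose screen, limit read from the data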;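 note: 0% = DMSO wells and 100% = excess unlabeled CBFb competitor control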
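Measured by: fluorescence energy transfer, 422 nm excitation, 530/480 nm emission; test system: Cerulean-tagged RUNX1 Runt domain (FRET donor) fusion protein; buffer or medium: Tris pH 7.5 buffer with BSA; compound: one dose, 20 µM compound, 1% DMSO; times: two 1 h room-temperature incubations shielded from light; benchmarks: unlabeled CBFb 5 µM, positive control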
Runt-SMMHC FRET = inhibitors of human RUNX1 Runt domain binding to CBFb-SMMHC. hit rate 0.74% among 220,000. AID 1434. inhibition, % at 20 µM. Cerulean-Runt/Venus-CBFb-SMMHC FRET ratio 530/480, 1 h;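 active = mean inhibition across duplicate retests at 20 µM reaching about 50%, limit read from the data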;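 note: 0% = DMSO wells and 100% = wells with excess untagged CBFb-SMMHC; inhibitors lower the FRET ratio by blocking Runt binding to CBFb-SMMHC; some results filed as inactive read as strong as hits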
Hck Nef HTS = human Hck-Nef kinase inhibition | P08631 | Recombinant Hck-YEEI plus Nef, Z-Lyte FRET kinase assay | inhibition, % at 20 µM | hit rate 0.68% among 220,000 | AID 463187;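 active = Hck-Nef kinase inhibition above about 50%, limit read from the data; inactive = inhibition below that limit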;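 note: 0% = DMSO with Hck plus Nef and 100% = Hck alone without Nef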
Target sequence (P08631 whole entry, looked up): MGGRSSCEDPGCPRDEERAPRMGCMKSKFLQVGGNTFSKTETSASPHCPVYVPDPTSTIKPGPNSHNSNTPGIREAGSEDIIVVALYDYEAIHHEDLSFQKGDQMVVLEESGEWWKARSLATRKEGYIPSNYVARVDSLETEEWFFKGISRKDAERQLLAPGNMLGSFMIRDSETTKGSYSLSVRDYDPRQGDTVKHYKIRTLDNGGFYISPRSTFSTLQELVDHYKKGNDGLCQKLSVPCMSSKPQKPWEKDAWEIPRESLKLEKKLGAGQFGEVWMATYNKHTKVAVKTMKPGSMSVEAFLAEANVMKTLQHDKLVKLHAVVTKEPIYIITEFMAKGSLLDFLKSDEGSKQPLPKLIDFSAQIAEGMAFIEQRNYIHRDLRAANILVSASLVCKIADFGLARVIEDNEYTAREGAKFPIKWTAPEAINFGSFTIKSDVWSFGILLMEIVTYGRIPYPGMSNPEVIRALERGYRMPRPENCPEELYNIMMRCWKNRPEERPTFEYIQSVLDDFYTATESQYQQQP
FXIIa inh 1536 = inhibitors of human coagulation factor XIIa; inhibition, % at 5 µM; purified FXIIa, Boc-QGR-AMC fluorogenic substrate, 2 h; hit rate 0.3% among 220,000; AID 800; in the data active = inhibition above about 40%;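 note: 0% = enzyme with no compound and 100% = blank without enzyme; many of its hits are not listed in these tables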
thrombin 1536 = thrombin (human) inhibition; P00734; hit rate 0.26% among 220,000; AID 1046; alpha-thrombin, Boc-VPR-AMC fluorogenic substrate cleavage; inhibition, % at 5 µM;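 active = inhibition at or above 40%; inactive = inhibition below 40%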;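 note: 0% = enzyme with no compound and 100% = wells without enzyme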
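Material: human alpha-thrombin protein; Also added: Boc-VPR-AMC substrate, 15 µM final; Timing: enzyme reaction carried out at room temperature; Signal: fluorescence, ex 355 nm, em 460 nm; Measure: % inhibition of thrombin; Controls: enzyme without compound as high, wells lacking enzyme as low.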
FXIa inh = blocks human coagulation factor XIa protease activity; inhibition, % at 5 µM; hit rate 0.14% among 220,000; purified FXIa, Boc-Glu-Ala-Arg-AMC fluorogenic substrate; P03951;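 active = inhibition of at least 40%; inactive = inhibition below 40%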;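 note: fluorescence of freed AMC excited at 355 nm; 0% = enzyme without compound and 100% = no enzyme blank; many of its hits are not listed in these tables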
KLK5 inh = blocks human kallikrein 5 protease activity; inhibition, % at 5 µM; Q9Y337; recombinant hK5, fluorogenic AMC substrate cleavage; hit rate 0.59% among 210,000; AID 873;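 active = inhibition of 40% or more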;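 note: 0% = enzyme controls without compound and 100% = no-enzyme blanks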
Target sequence (Q9Y337 67-293 limits assumed): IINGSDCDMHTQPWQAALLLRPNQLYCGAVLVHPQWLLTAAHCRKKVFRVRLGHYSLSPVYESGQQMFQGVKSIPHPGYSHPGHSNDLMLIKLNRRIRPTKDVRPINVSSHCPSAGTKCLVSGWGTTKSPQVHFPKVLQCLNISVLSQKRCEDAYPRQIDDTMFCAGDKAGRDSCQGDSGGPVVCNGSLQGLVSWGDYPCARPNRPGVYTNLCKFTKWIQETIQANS
14-3-3 Bad PPI = disrupts binding of bovine 14-3-3 zeta to phospho-Bad peptide; P63103; TR-FRET 14-3-3zeta/Dy647-pBad peptide displacement, 1 h; inhibition, % at 21.7 µM; hit rate 0.71% among 220,000;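 active = inhibition above about 70%, limit read from the data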;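 note: 0% = full 14-3-3 plus peptide FRET controls and 100% = background without 14-3-3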
Target sequence (P63103 whole entry, looked up): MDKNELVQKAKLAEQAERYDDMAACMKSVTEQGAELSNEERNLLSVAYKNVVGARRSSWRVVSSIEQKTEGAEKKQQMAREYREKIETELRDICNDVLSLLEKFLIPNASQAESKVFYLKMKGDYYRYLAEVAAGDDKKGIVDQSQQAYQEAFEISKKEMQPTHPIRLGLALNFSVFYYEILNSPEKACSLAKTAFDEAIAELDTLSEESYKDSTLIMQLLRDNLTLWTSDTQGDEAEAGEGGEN
Wee1 stabilizer = inhibitors of human Wee1 degradation. HeLa Luc-Wee1K328M stability, luciferase luminescence; 100% = proteasome inhibitor MG132 effect. hit rate 1.2% among 220,000. P30291. reporter increase, % at 5 µM;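 active = activation above the mean of all tested compounds plus 3 SD, set per screening run, cut at about 8.8% in these data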;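 note: cells exposed to compound for 20 h before luminescence read; 0% = DMSO alone and 100% = MG132 at 30 µM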
The depositor's hits bear a star; · = not tested or not shown; [ ] = another dose, or the depositor's remark. An unsorted share of the library; any-hit rate near 4.2%.

compound	Runt-CBFb FRET	Runt-SMMHC FRET	Hck Nef HTS	FXIIa inh 1536	thrombin 1536	FXIa inh	KLK5 inh	14-3-3 Bad PPI	Wee1 stabilizer
COc1cc(CCC(=O)Nc2ccc(Cl)c(C(F)(F)F)c2)cc(OC)c1OC	0	2	3	14	3	3	-10	75*[fluorescence artefact?]	2
Cc1cccc(-n2[nH]c(C)c(C=Nc3ccc4[nH]c(=O)[nH]c4c3)c2=O)c1	0	-19	3	10	-5	8	-26	4[fluorescence artefact?]	8
O=C(/C=C/c1ccc([N+](=O)[O-])cc1)NCc1ccccn1	-1	-1	3	11	-1	10	-3	2	-2
CCCN1c2cccc3cccc(c23)S1(=O)=O	2	-5	-9	18	20	9	36	1	0
Cc1ccc2sc(NNC(=O)c3cc(-c4cccs4)nc4ccccc34)nc2c1C	-1	-10	-4	11	2	9	-38	8[fluorescence artefact?]	-2
C=C(C)Cn1c(C)cc(C)c(S(=O)(=O)c2cccc(C)c2)c1=O	-2	0	16	18	6	10	16	-5	7
O=C(CSc1nnc(Cc2cccs2)n1Cc1ccco1)Nc1ccc(Br)cc1	35	29	-2	8	-6	-6	-1	-4	0
COCCCN1CN(Cc2ccco2)CNC1=S	2	-6	3	1	-5	-6	-4	-6	0
COc1cc(OC)c(OC)cc1/C=N/NC(=O)c1cc(-c2cccn2C)n[nH]1	8	12	8	1	-7	0	-48	-10	6
Cc1ccc(C)c(SCC(=O)OCC(=O)Nc2ccc(S(=O)(=O)N3CCOCC3)cc2)c1	-7	-1	1	10	50*	5	-4	12	0
CCC(C)(C)NC(=O)C(c1ccccc1F)N(Cc1ccco1)C(=O)c1csnn1 (stereo not drawn)	-2	4	9	9	0	5	5	10	2
Cc1cc(C)cc(NC(=S)NC2CC3CCCC(C2)N3CC(C)C)c1 (stereo not drawn)	-2	1	17	6	-12	-3	-1	-8	2
N#CCO/N=C/C(=O)Nc1ccc(F)cc1F	1	6	28	10	·	5	1	-6	3
O=C(Nc1ccc(-c2nc3cccnc3s2)cc1)c1cccnc1Cl	-1	-1	-12	13	20	2	10	-4	0
S=c1[nH]nc(Cn2nnc3ccccc32)n1-c1ccc(Cl)cc1	4	-1	17	9	-4	-2	0	-13	-2
O=C(COc1ccccc1)Nc1sc2c(c1C(=O)NCc1cccnc1)CCCC2	-2	0	13	14	3	-1	-22	36	-1
COc1cccc2c(=O)n(CC(=O)Nc3ccc(F)cc3F)ccc12	-1	1	0	6	-6	-2	-96	5	-1
CCOc1ccc(NC(=O)C(=O)N/N=C/c2ccccc2F)cc1	1	-6	13	14	-18	-5	1	2	1
COc1ccc(OC)c(/C=N/NC(=O)CCc2c(C)n[nH]c2C)c1	4	3	16	-4	-5	-6	-6	-2	-1
Cc1ccc(C)c(S(=O)(=O)N/N=C/c2ccc(C(=O)O)cc2)c1	0	-1	1	12	-7	4	-13	-36[fluorescence artefact?]	-1
CC(C)NCCCCOc1ccccc1-c1ccccc1	0	3	2	17	3	8	-19	-8[fluorescence artefact?]	3
CCOC(=O)COc1c(-c2ccc(OC)cc2)oc2ccccc2c1=O	-7	-4	3	14	1	6	-8	-16[fluorescence artefact?]	2
COC(=O)C1=C(CSc2nnnn2C)NC(=O)NC1c1cc(C)ccc1C (stereo not drawn)	-2	-1	0	14	2	3	1	-7	-1
O=C(O)COc1ccc(Nc2ccccc2)cc1	6	0	0	·	-2	-2	1	-3	2
COc1ccc(CC(NC(C)=O)C(=O)NC2CCN(C(=O)c3ccc([N+](=O)[O-])cc3)CC2)cc1OC (stereo not drawn)	-1	-4	27	10	-2	2	1	0	-1
CCn1cc(C(=O)NP(=O)(Nc2ccc(C)cc2)Nc2ccc(C)cc2)c2ccccc21	3	-2	13	18	1	12	-1	-3	-1
Cn1nnnc1SCCNS(=O)(=O)c1ccccc1	-1	-1	0	10	0	-2	-5	-11[fluorescence artefact?]	4
COCCCn1c(=O)/c(=C\c2ccccc2OC(C)C)s/c1=C(/C#N)C(=O)Nc1ccc(C(=O)O)cc1	-205	-112	7	49*	8	28	38	10	-1
COC(=O)C1=C(C(=O)OC)SC2(S1)C(C(=O)OC)=C(C(=O)OC)SC1=C2c2cc(C)cc(C)c2NC1(C)C	1	0	0	7	-1	-4	-4	-11	-1
Cc1cc(C)c(-c2c(O)c3cnn(-c4ccccc4)c3[nH]c2=O)c(C)c1	-1	1	6	8	-1	7	-12	0[fluorescence artefact?]	8
O=C1CCCN1c1ccc(S(=O)(=O)NCCOc2ccccc2)cc1	-1	2	6	1	-5	-1	-15	7	0
Cc1c(NC(=O)c2c(O)c3ccccc3n(C)c2=O)c(=O)n(-c2ccccc2)n1C	1	1	-8	18	12	12	·	-17	2
N#Cc1c(N)oc(-c2ccccc2)c1-c1ccccc1	3	0	0	6	0	-12	-12	-16	-4
Nc1nnc(CCS(=O)(=O)c2ccc(Br)cc2)s1	1	-3	16	10	2	-2	3	-20	-1
O=C(Cn1cnc2ccccc2c1=O)N(Cc1ccco1)c1ccc(O)cc1	1	1	2	-1	4	2	-16	6[fluorescence artefact?]	4
CCn1cc(Cl)c(C(=O)Nc2ccccc2C(N)=O)n1	2	4	7	4	-6	-3	·	1	1
COCc1[nH]nc2c1C1(C(=O)Nc3ccc(F)cc31)C(C#N)=C(N)O2 (stereo not drawn)	0	0	0	13	26	1	36	-7	2
COc1ccc(N=C2C(=Nc3ccc(OC)cc3)N(c3ccccc3)C(=S)N2C(=O)c2ccc(Cl)cc2)cc1	1	-4	1	14	3	8	-1	-3	5
CCOC(=O)c1ccc(NS(=O)(=O)c2cccc3nsnc23)cc1	-2	2	3	0	-2	-2	3	0	1
Cc1cccc(NC(=O)CNC(=O)COc2ccc(C(=O)c3ccc(F)cc3)cc2)c1C	-1	0	1	9	-10	-1	-14	-4	1
Cc1ccc(C(=O)NCc2ccc3c(c2)CCO3)cc1C	-1	6	-3	5	-2	3	2	0	-3
CCOC(=O)c1c(C)n(C)c2ccc(OC)c(NC(=O)c3cccs3)c12	-2	-6	-2	17	4	5	-14	-7	1
CCOC(=O)c1cc(-c2ccc(OC)cc2)nn1-c1ccc(C(=O)O)cc1	0	1	24	7	-4	1	-10	-2	1
COc1ccc(/C=N/NC(=O)c2ccccc2)cc1OS(=O)(=O)c1ccccc1	-1	-4	5	6	-2	7	-5	3[fluorescence artefact?]	3
Cc1oc(C)c(S(=O)(=O)NCc2cccs2)c1C(=O)O	1	-5	16	4	-9	2	-3	-8	2
Cc1c(Cc2ccccc2)c(NCCN(C)C)n2c(nc3ccccc32)c1C#N	30	81*	13	8	1	1	4	-4	-1
COc1cc(NC(=S)N2CCCC(CO)C2)c(OC)cc1Cl (stereo not drawn)	14	15	2	17	-11	-7	-7	9	2
CC1CCCC(NC(=O)NC(=O)CCl)C1C (stereo not drawn)	-1	4	3	20	0	19	-20	24[fluorescence artefact?]	-3
CCS(=O)(=O)N1CCN=C1SCc1cccnc1	1	-1	8	3	-1	-3	-19	9	2
COc1ccccc1-c1nnc(NC(=O)C(C)C)s1	-3	1	3	10	3	5	-15	6	4

(next part)
compound	Runt-CBFb FRET	Runt-SMMHC FRET	Hck Nef HTS	FXIIa inh 1536	thrombin 1536	FXIa inh	KLK5 inh	14-3-3 Bad PPI	Wee1 stabilizer
Cn1c(=O)c2c(nc(SCCN3CCCCC3)n2Cc2ccccc2)n(C)c1=O	-2	-2	0	16	-2	15	9	-1[fluorescence artefact?]	-1
O=C(Nc1ccc(S(=O)(=O)NC2=NCCCCC2)cc1)c1ccc2ccccc2n1	-1	0	1	7	-6	-2	2	-21	-1
COc1ccc2[nH]c3c(=O)n(Cc4ccncc4)cnc3c2c1	0	-2	4	4	2	0	-3	6	0
Cc1c(Cl)ccc2c(C(N)=O)cc(-c3ccccn3)nc12	-2	1	20	8	0	1	·	-2	2
Cn1c(SCc2ccc(Cl)cc2)nc(C(F)(F)F)cc1=O	-4	-9	13	15	1	4	-19	16	-2
CCCCn1c(-c2ccco2)nc2ccccc2c1=O	-1	-2	1	26	4	4	0	-3	-1
CCCOC(=O)C[N+](C)(C)CCOC1CC2CCC1(C)C2(C)C (stereo not drawn)	2	-4	7	1	-14	-5	-5	-4	6
COc1ccc(/C=N/NC(=O)c2cccnc2)cc1COc1ccc([N+](=O)[O-])c(C)c1	1	2	1	0	-8	-4	-3	3	3
O=C(NCC1COc2ccccc2O1)c1cn(Cc2ccc(F)cc2)nn1 (stereo not drawn)	-2	8	1	-6	-4	-6	0	-1[fluorescence artefact?]	-3
COc1ccc(C(=O)NCC(=O)Nc2cccc(S(=O)(=O)NCc3ccco3)c2)cc1OC	0	2	11	6	4	5	2	-5	-1
O=C(CN(CC1CCCO1)C(=O)c1nsc(Cl)c1Cl)NC1CCCC1 (stereo not drawn)	0	0	29	8	2	-4	-6	-12	-1
Cc1noc(C(=O)NC2CCCCC2)c1Cl	1	0	19	7	-12	-7	-8	4	4
CC(=O)NNC(=O)c1csc(-c2csc(C)n2)n1	-1	-1	8	7	1	8	7	-5	-1
COc1ccc(-c2coc3cc4oc(=O)c5ccccc5c4cc23)cc1F	-1	3	4	8	-6	10	-1	30[fluorescence artefact?]	-2
COC(=O)C(NC(C)=O)(Nc1ccc(Br)cc1)C(=O)OC	-4	-2	-1	7	0	-1	-6	-2	-1
O=S(=O)(Nc1cccc(CO)c1)c1cccs1	3	-6	-2	2	-8	0	-5	-2	-1
O=C(NCc1ccc(Cl)cc1)C(=O)NCC(c1ccco1)N1CCOCC1 (stereo not drawn)	-1	-1	1	13	-3	3	-2	-1	0
CC(=O)Nc1nc(-c2ccccc2)nc(C)c1C(C)=O	-3	-2	0	-2	9	-3	5	15	6
COc1ccc(-n2cc3c(-c4cccc(Br)c4)nnc(C)c3n2)cc1	-9	-1	0	18	13	16	34	25[fluorescence artefact?]	-4
Cc1ccc(S(=O)(=O)NCC(=O)N(CC(=O)NC2CCCCC2)Cc2ccco2)cc1	-1	0	1	11	7	2	29	-12	2
COc1ccccc1NC(=O)CSc1nnc(C)n1Cc1ccccc1	-2	-2	0	14	3	5	-21	29	4
O=C(NNC(=S)NCc1ccc(Cl)cc1)c1ccc2c(c1)OCO2	2	4	6	2	-4	-1	·	-9	5
COCC(C)NC(=O)c1ccccc1[N+](=O)[O-] (stereo not drawn)	-1	4	10	9	1	8	-9	-6	-1
CCCCCCNCc1c(F)cccc1Cl	-2	3	4	9	-1	7	-15	-22	0

Structures above that bear a hit mark in 14-3-3 Bad PPI.
compound	Runt-CBFb FRET	Runt-SMMHC FRET	Hck Nef HTS	FXIIa inh 1536	thrombin 1536	FXIa inh	KLK5 inh	14-3-3 Bad PPI	Wee1 stabilizer
COc1cc(CCC(=O)Nc2ccc(Cl)c(C(F)(F)F)c2)cc(OC)c1OC	0	2	3	14	3	3	-10	75*[fluorescence artefact?]	2
